DAX1 inh-1: inhibitors of DAX1 repression of SF-1 activated StAR promoter. HEK293T StAR-luciferase reporter, SF-1/DAX-1 repression relief. inhibition, % at 6.8 µM. 1.1% of 370,000 active. AID 652010;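 active means inhibition above the mean over all tested compounds plus 3 SD, cut at about 3.6% in these data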;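 further: 0% = DAX-1 cells with DMSO and 100% = cells lacking DAX-1 with DMSO; higher inhibition means more luminescence from relief of DAX-1 repression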
FXN GAA850 act: increases GAA850 frataxin promoter reporter activity. HEK293 lucGAA850 FXN promoter luciferase reporter, 24 h; percent of 10 µM SAHA response. 0.56% of 360,000 active. AID 540364. activation, % at 6 µM;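 active means activation above the average of all compounds screened plus 3 SD, cutoff fixed separately per campaign, cut at about 7.5% in these data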;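 further: 0% = DMSO wells and 100% = 10 µM SAHA wells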
GC-A act: GC-A (human) enzyme activation. P16066. HEK293 GC-A cells, cGMP TR-FRET, EC30 ANP; 0% at EC30 ANP, 100% saturating ANP. activation, % at 10 µM. 0.14% of 370,000 active. AID 1671463; in the data active means activation above about 40%
PG9 Ab binder: binds the HIV-1 gp120 antibody PG9. AID 624416. inhibition, % at 6.7 µM. TR-FRET gp120-PG9 antibody binding. 0.43% of 360,000 active; in the data active means inhibition above about 8.5%
hcDAF-12 act: activates DAF-12 receptor from parasite H. contortus. HEK293 hcDAF-12 lit1-tk-luc reporter, luminescence; 0% DMSO, 100% Δ7-dafachronic acid. AID 652067. activation, % at 6.8 µM. 1.4% of 370,000 active;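 active means activation above the mean of all tested compounds plus 3 SD, cut at about 5.5% in these data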;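 further: 100% = response to 3 µM Δ7-dafachronic acid high control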
SMARCA2 act: activators of SMARCA2 function; MG213 cells, MMTV-luciferase reporter, dexamethasone, overnight; activation, % at 9.1 µM; 1% of 370,000 active; AID 652017; in the data active means activation above about 7.8%;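 further: 0% = vehicle wells and 100% = reference activator wells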
ADAM17 inh: ADAM17 inhibition, QFRET primary screen; recombinant ADAM17, EDANS/DABCYL FRET peptide cleavage; inhibition, % at 6.95 µM; 0.83% of 370,000 active;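 active means inhibition above the mean of compounds lying between control limits plus 3 SD, set per campaign, cut at about 8.5% in these data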;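 further: 0% = DMSO-only wells as the low control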
Target sequence (P78536 215-824 limits assumed): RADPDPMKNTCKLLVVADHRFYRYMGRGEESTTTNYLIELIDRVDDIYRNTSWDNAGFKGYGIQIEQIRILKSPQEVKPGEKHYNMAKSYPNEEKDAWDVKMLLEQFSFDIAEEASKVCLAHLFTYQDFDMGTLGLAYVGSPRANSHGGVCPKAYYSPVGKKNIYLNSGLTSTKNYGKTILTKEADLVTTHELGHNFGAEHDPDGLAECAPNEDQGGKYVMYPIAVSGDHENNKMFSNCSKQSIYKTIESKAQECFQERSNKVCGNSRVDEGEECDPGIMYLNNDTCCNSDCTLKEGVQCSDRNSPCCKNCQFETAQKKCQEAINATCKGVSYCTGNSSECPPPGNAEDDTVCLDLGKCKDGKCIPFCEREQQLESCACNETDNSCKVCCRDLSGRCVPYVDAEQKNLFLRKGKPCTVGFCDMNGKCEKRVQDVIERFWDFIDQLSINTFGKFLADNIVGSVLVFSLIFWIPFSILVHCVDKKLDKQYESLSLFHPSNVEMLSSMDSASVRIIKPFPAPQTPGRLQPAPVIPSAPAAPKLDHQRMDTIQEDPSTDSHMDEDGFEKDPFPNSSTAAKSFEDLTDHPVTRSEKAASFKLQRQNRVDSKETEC
ssDAF-12 act: activators of S. stercoralis DAF-12 nuclear receptor; AID 652126; activation, % at 6.8 µM; HEK293 ssDAF-12/GRIP1 lit1-tk-luc reporter, luminescence; % of 3 µM dafachronic acid response; 1% of 370,000 active;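 active means activation above the mean over all tested compounds plus 3 SD, cut at about 0.9% in these data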;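 further: 0% = DMSO-only wells and 100% = 3 µM delta7-dafachronic acid wells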
DAX1 inh-2: inhibitors of human orphan nuclear receptor DAX1 (NR0B1). P51843. HEK293 Gal4-DAX1 luciferase reporter, luminescence. inhibition, % at 6.75 µM. 0.99% of 340,000 active. AID 504766;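 active means inhibition above the mean over all tested compounds plus 3 SD, cut at about 4.2% in these data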;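 further: 0% = DAX1-transfected cells with DMSO and 100% = empty-vector control cells with DMSO; inhibition shows as a rise in luminescence from relieved DAX1 repression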
Target sequence (P51843 207-470 limits assumed): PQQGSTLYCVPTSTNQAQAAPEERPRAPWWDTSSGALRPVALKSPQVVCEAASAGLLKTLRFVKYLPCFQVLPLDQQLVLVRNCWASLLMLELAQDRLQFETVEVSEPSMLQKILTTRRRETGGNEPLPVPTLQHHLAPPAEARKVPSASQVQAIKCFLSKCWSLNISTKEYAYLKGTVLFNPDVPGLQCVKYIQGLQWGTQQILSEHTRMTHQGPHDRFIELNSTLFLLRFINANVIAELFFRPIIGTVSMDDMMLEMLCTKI
hgDAF12 agonist: agonists of H. glycines DAF-12 nuclear receptor. activation, % at 6.8 µM. 1.8% of 370,000 active. HEK293 GAL4-hgDAF12 UAS-luciferase reporter, agonist luminescence; normalized to butyrate control;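 active means activation above a cutoff set at the mean of all screened compounds plus 3 SD, cut at about 10% in these data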;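 further: 0% = DMSO wells and 100% = sodium butyrate wells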
ADAM10 inh: inhibits human ADAM10. recombinant ADAM10, EDANS/DABCYL FRET peptide cleavage, 3 h. inhibition, % at 7 µM. 0.62% of 370,000 active;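 active means inhibition above a per-campaign cutoff equal to the mean of compounds falling between control-based bounds plus 3 SD, cut at about 20% in these data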;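 further: 0% = DMSO wells while the 100% control is not disclosed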
* hit, by the source's call; i = inactive; · = not tested or not shown. Compounds as they come (roughly 6.8% active in at least one column).

SMILES	DAX1 inh-1	FXN GAA850 act	GC-A act	PG9 Ab binder	hcDAF-12 act	SMARCA2 act	ADAM17 inh	ssDAF-12 act	DAX1 inh-2	hgDAF12 agonist	ADAM10 inh
CCn1cc(Cl)c(C(=O)NNC(=O)CCn2cc([N+](=O)[O-])cn2)n1	-0.2	1.4	7	-2.5	-1.3	-3	0	-0.8	1.4	2.3	-6
Cc1ccc(C)c(NC(=O)CN(C)S(=O)(=O)c2ccccc2)c1	-0.3	1.0	4	1.1	-1.5	-2	-5	-1.7	0.0	-0.2	-4
O=C(NCc1c(Cl)cccc1Oc1ccccc1)c1ccccc1	-0.6	0.7	5	0.3	-1.0	-5	-1	-1.0	-0.2	0.0	2
COc1cccc(-c2nn(-c3ccccc3)cc2CN(C)Cc2c(C)nc3ccccn23)c1	-0.5	1.2	-7	-1.0	-1.2	-2	0	-1.3	-0.1	-0.8	4
Cc1ccc(NC(=O)CCSc2nnc(-c3ccco3)o2)cc1	0.3	-0.8	3	-2.8	-2.5	-1	-2	-0.9	2.3	-0.4	1
CCC(C)(C)C1CCC2(CC1)NC(=O)N(CC(=O)N(C)Cc1ccc(OC(F)F)cc1)C2=O (stereo not drawn)	0.0	-1.1	-2	0.8	-0.4	-4	-3	-1.1	-2.2	-1.4	-3
CCCNC(=O)COc1ccc(S(=O)(=O)Nc2ccc(C)cc2)cc1	-1.0	-0.7	-2	0.3	0.1	3	2	-1.2	-0.7	-3.2	8
Cc1ccc(S(=O)(=O)Nc2ccc(S(=O)(=O)Nc3nccs3)cc2)c([N+](=O)[O-])c1	-2.2	-2.2	-1	-1.8	-0.5	3	-1	-1.2	-0.1	-2.8	2
O=C(NCC1CCCO1)C(=O)N/N=C/c1cc(Cl)ccc1O (stereo not drawn)	0.3	-1.1	5	-1.3	-1.7	2	-7	-0.7	-0.1	-0.6	-15
O=C(COC(=O)c1ncc(Cl)c(Cl)c1Cl)NCCc1ccccc1	-1.1	2.4	0	-1.8	-0.7	3	-4	-0.5	1.3	-1.2	2
COc1cccc(N2CCN(CC(=O)NCc3ccc(F)cc3)CC2)c1	-1.1	·	1	·	-2.7	2	0	-1.6	·	-0.3	2
CCOc1ccc(NC(=O)CSc2nc(=O)n(Cc3cccnc3)c3c2CCC3)cc1	-0.7	-0.1	3	-0.9	-0.9	-2	1	-1.5	-1.0	5.2	-3
CCCCN1C(=O)C(CC(=O)NCCCCc2ccccc2)CC(C(=O)N2CCCCCC2)=C1C (stereo not drawn)	-0.9	·	0	1.7	-1.7	-6	-4	-0.8	·	-2.9	-4
CC(=O)c1c(C)[nH]c(C(=O)CN2CCN(S(=O)(=O)c3ccccc3)CC2)c1C	-0.2	-0.3	-4	-0.6	-1.5	1	-1	-1.3	-0.6	3.0	3
CC(=O)c1sc(NC(=O)COc2ccccc2)nc1C	2.2	3.1	1	5.3	2.0	4	-1	-0.1	4.5*	9.6	-3
c1csc(CN2CCOCC2)c1	0.8	0.2	·	-2.3	1.2	-4	1	-1.6	1.8	4.5	9
Cc1cc(C)nc(/N=C(\NC(=O)C(C)(C)C)Nc2ccc(F)cc2)n1	0.2	1.3	1	0.9	1.4	-5	-1	-1.9	0.6	0.6	5
COc1cc(NC(=O)C2=C(N3CCOCC3)/C(=C/c3ccc(Cl)cc3)CC2)cc(OC)c1OC	-0.3	1.5	-8	-0.6	0.1	0	4	-1.3	-0.7	-2.0	9
O=[N+]([O-])c1ccccc1S(=O)(=O)Nc1cccc(-c2ccc3nncn3n2)c1	-0.2	2.0	0	-2.2	-0.8	0	-8	-0.3	-0.1	-0.5	-4
CCOC(=O)N1CCC(NC(=O)c2cc(C(=O)NC3CCCC3)ccc2CO)CC1	-0.1	-1.3	5	-1.7	1.9	-3	1	-0.7	-0.2	-0.4	-2
O=C(CNCc1ccc(Cl)cc1)Nc1ccc2c(c1)OCCO2	1.4	1.7	1	-0.2	1.5	0	0	-1.5	-0.9	7.9	-5
CCOc1cccc2cc(C(=O)NCc3ccc(Cl)cc3)c(=N)oc12	2.1	0.8	-2	-2.6	-0.8	-3	-1	-0.3	0.2	-0.4	6
O=C(NC(=S)NC1CCCCC1)c1ccccc1	2.6	4.7	1	-1.4	1.3	4	-3	-0.1	0.5	9.2	-6
Nc1ccnn1Cc1cccnc1	0.0	-1.2	3	-1.6	1.4	2	-1	-1.2	0.9	2.7	5
CCOc1ccc(C(=O)CN2CCN(S(=O)(=O)c3ccc(Cl)cc3)CC2)cc1	0.8	-2.5	5	-1.0	-1.1	-1	4	-1.2	-0.2	-2.6	7
O=C(O)CCCCCn1c(O)c(C=C2N=c3ccccc3=N2)sc1=S	1.5	4.4	1	-0.1	4.4	-2	-13	-1.2	1.3	1.0	-22
COc1ccc(Br)cc1CNC(=O)C1CCCN(S(=O)(=O)N2CC(C)CC(C)C2)C1 (stereo not drawn)	-0.1	-0.4	-6	-0.9	0.2	3	-4	-1.1	0.2	-0.2	0
Cc1ccc(C)c(N2CCN(C(C(=O)NC3CCCC3)c3ccco3)CC2)c1 (stereo not drawn)	-0.1	·	-4	0.3	0.2	-6	-4	-1.6	·	0.0	-7
C#CCOCCOCCOCCNc1nc(N2CCN(C(=O)Cn3cc(CCO)nn3)CC2)nc(N2CCN(C(=O)[C@H]([C@@H](C)CC)n3cc(CCCN=C(N)N)nn3)CC2)n1	0.2	-0.7	1	-0.2	-1.4	-1	-5	-1.1	1.4	1.6	2
O=C(/C=C/c1cccs1)N1CCC2(CC1)Oc1ccc(Cl)cc1C(=O)C21CC(c2ccccc2)=NO1 (stereo not drawn)	-0.6	-3.3	-3	0.1	-1.8	-1	3	-1.7	0.6	-3.0	-4
CC(=O)N1CCN(c2ccc([N+](=O)[O-])c(NCC3CCCO3)c2)CC1 (stereo not drawn)	-0.4	1.6	0	-0.7	0.9	0	-1	-1.0	0.1	1.2	1
COc1ccc(C(=O)COC(=O)c2cc(=O)c3ccccc3o2)c(OC)c1	0.4	0.6	-3	-1.0	-0.3	-4	2	-0.4	0.6	-3.0	4
CCC(=O)c1c[nH]c(C(=O)NCCc2ccccn2)c1	1.1	0.2	0	-1.1	1.3	2	-2	-0.8	0.9	3.7	3
Cc1ccccc1N/N=C1\CCCNC1=O	0.5	1.6	-1	-4.0	-1.0	2	0	-0.6	0.1	-0.4	-4
COc1cc(-c2nnc(COc3ccc4cc(Br)ccc4c3)o2)cc(OC)c1OC	0.1	1.1	-1	0.4	0.1	-4	-4	-1.0	0.6	-2.0	5
Cc1ccc(Cc2c(-c3ccc(C)cc3)nc3c4ccccc4ccn23)cc1	-1.5	-1.7	14	0.3	4.6	7	-5	-0.1	0.5	0.9	-20
CCCCn1nnnc1C1(C)CCC(=O)N1Cc1ccc(F)cc1 (stereo not drawn)	-0.5	·	2	0.3	-0.4	-5	-4	-1.7	·	0.2	0
CCCc1cc(=O)n2[nH]c(-c3ccc(Cl)cc3)cc2n1	1.2	5.7	-2	-0.1	3.2	3	-7	0.9	2.5	10	-19
Cn1ncc2c(N3CCCCC3)nc(NCCCO)nc21	-0.4	1.2	2	3.4	1.3	-1	-1	-1.1	0.5	-1.2	4
Cc1cc(C)cc(N(CC(=O)NC2CCCC2)C(=O)CCC(=O)Nc2nccs2)c1	-0.3	-1.7	-7	-0.3	-0.1	-3	-2	-0.2	-0.9	0.1	-1
Nc1nnc(-c2ccc(Cl)cc2Cl)s1	1.4	3.0	23	-1.8	1.6	12*	-3	-0.7	1.1	15*	-13
CCN(CC)C(=O)CNC(=O)Cc1ccc(Cl)cc1	-0.1	1.4	5	1.8	-0.2	-1	-4	-1.5	0.0	-0.7	-2
CCc1cccc(C)c1NC(=O)C1CN(S(=O)(=O)c2ccccc2)CCN1S(=O)(=O)c1ccccc1 (stereo not drawn)	-0.5	-1.2	1	-2.0	0.8	-2	2	-1.3	0.1	-1.9	7
O=C(CCNC(=O)c1ccccc1Cl)Nc1cccc(C(F)(F)F)c1	-0.5	-0.5	0	-1.1	-3.2	-1	-1	-0.8	0.6	-4.2	-3
O=C(CCC(=O)c1cccs1)OCc1ccc([N+](=O)[O-])cc1	0.7	3.4	1	-1.3	-0.2	1	1	-1.2	0.1	0.1	0
Cc1c(NC(=O)c2ccc(S(=O)(=O)N(C)c3ccccc3)cc2)c(=O)n(-c2ccccc2)n1C	-0.3	1.3	0	0.1	-0.9	-6	-5	-0.6	-1.6	2.4	-5
CC(=O)N1CCN(Cc2nc3cc(NC(=O)COc4ccccc4)ccc3n2C)CC1	-0.2	-0.9	5	-0.8	-1.7	-4	-2	-1.5	-0.8	1.6	-15
Cc1ccc2c(c1)c1c3n2CCN(CC(N)=O)C3CCC1 (stereo not drawn)	-0.1	1.2	-3	-3.9	0.3	1	-14	-0.8	0.2	1.0	-30
COc1ccc(C(C)(C)C)cc1NC(=S)NCCN1CCOCC1	0.1	0.4	2	-0.8	-0.4	-2	-5	-1.1	1.3	0.4	-4
Clc1ccc2nc3ccccc3cc2c1	0.2	2.6	0	-6.7	2.7	2	-74	-0.5	0.3	3.8	-372
O=C(C1CC(=O)N(c2ccc3c(c2)OCCO3)C1)N1CCCC(C(F)(F)F)C1 (stereo not drawn)	0.2	1.6	2	-2.6	0.1	-1	-2	-1.0	0.5	0.5	-16
COc1cc(-c2cc(-c3ccccc3)nc(SCC(=O)O)c2C#N)cc(OC)c1OC	0.1	1.5	-1	-1.6	-0.1	0	-2	-0.7	-0.3	-1.6	-9
COc1ccc(/C=N/n2cnc3c([nH]c4ccc(C)cc43)c2=O)cc1CN1CCCC1	-0.7	3.7	-1	0.3	0.3	2	-20	-0.9	-1.4	-2.9	-44
Cc1cc(C(=O)NCCCN2CCN(C3CCCCC3)CC2)n(-c2ccccc2)n1	0.7	1.3	4	1.4	2.0	-5	0	-0.3	1.7	-1.7	-2
COc1ccccc1CNC(=O)C1(C)CCN1Cc1ccc(OC(F)(F)F)cc1 (stereo not drawn)	0.8	2.8	-9	0.7	-0.1	-8	6	-1.5	·	-3.4	3
CN1C(=O)c2cccc3c(S(=O)(=O)NCc4ccco4)ccc1c23	-0.4	1.6	-6	-1.6	-1.4	3	-235	-0.5	1.0	0.3	i
COc1cc(CNC(=O)c2cc(-c3ccc(OC)cc3C)n[nH]2)cc(OC)c1	0.3	-0.5	1	0.4	-2.5	-3	2	-1.5	·	-1.7	5
CC(C)C(C)NC(=O)COc1ccc(Sc2ccc(OCC(=O)NC(C)C(C)C)cc2)cc1 (stereo not drawn)	-0.9	-3.1	-3	-2.1	-0.6	-1	3	-1.0	-0.8	1.4	2

An excerpt from above, limited to hgDAF12 agonist:
SMILES	hgDAF12 agonist
Cc1cc(C)cc(N(CC(=O)NC2CCCC2)C(=O)CCC(=O)Nc2nccs2)c1	0.1
Nc1nnc(-c2ccc(Cl)cc2Cl)s1	15*

From PubChem
